M4 antag – CHRM4 antagonism in calcium assay; CHO-hM4 cells, ACh EC80, Fluo-8 calcium fluorescence; inhibition, % at 3 µM; actives 0.73% (n = 360,000); AID 624125;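 active = inhibition above its plate's cutoff, the mean inhibition of sample wells plus 3 SD, cut at about 27% in these data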;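 note: 0% = acetylcholine EC80 with DMSO and 100% = DMSO without agonist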
Target sequence (P08173 whole entry, looked up): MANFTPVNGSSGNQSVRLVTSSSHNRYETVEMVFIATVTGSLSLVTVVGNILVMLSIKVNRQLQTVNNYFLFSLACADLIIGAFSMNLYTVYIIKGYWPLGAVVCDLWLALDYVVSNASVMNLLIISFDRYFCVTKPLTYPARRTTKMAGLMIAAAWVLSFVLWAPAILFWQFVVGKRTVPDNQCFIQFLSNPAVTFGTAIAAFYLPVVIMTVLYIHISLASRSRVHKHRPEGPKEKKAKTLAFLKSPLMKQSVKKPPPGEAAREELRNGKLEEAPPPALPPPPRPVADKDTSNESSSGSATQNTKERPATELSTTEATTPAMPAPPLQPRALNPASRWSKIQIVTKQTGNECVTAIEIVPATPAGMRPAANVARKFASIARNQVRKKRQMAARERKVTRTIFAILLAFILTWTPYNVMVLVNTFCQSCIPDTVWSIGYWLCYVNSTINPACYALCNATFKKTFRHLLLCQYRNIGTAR
CRFBP-R2 agonist – agonists of human CRF-binding protein/CRF-R2 receptor complex | AID 588473 | HEK293 CRF-R2/CRF-BP, calcium dye fluorescence (FLIPR); percent of saturating CRF peptide response | actives 0.46% (n = 350,000) | activation, % at 13.2 µM;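 active = activation of at least 50%, plus an integration ratio under a set limit after plate pattern correction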;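 note: plate controls were neutral control wells without compound for no effect and CRF at EC100 for full effect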
IDE inh – cellular human IDE inhibition. inhibition, % at 5.59 µM. P14735. actives 0.41% (n = 320,000). HEK cells, FAbetaB cleavage, fluorescence polarization. AID 434962;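 active = percent inhibition above the average of all tested compounds plus 3 SD, set per screening campaign, cut at about 16% in these data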;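 note: IDE supplied by intact live HEK cells; FP after avidin binding of uncleaved biotin substrate so inhibition keeps polarization high; 0% = DMSO wells and 100% = 60 µM reference IDE inhibitor Ii1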
CHRM5 PAM – potentiates acetylcholine response at human M5 receptor | CHO-K1 hM5, Fluo-8 calcium, ACh EC20 PAM; 0% = ACh EC20, 100% = ACh EC100 | activation, % at 3 µM | actives 0.3% (n = 360,000);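 active = activation above the run cutoff, the mean activation of all test compounds plus 3 SD, cut at about 18% in these data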
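Probe or stimulus: acetylcholine, EC20 level; Assay system: human M5 receptor in CHO-K1 cells; Schedule: compound preincubation 140 s before EC20 acetylcholine addition; Technique: intracellular calcium via Fluo-8 fluorescence; Dosing: single-point, 3 µM nominal; Read-out basis: percent activation from peak-over-basal fluorescence ratio, scaled EC20-to-EC100 acetylcholine; Repeats: one well per compound, no replicates.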
CRFR2-BP antag – CRF-BP/CRF-R2 complex antagonism. HEK293 CRF-R2/CRF-BP, CRF-induced calcium fluorescence. AID 588475. actives 0.59% (n = 350,000). inhibition, % at 11.8 µM;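 active = inhibition of the ligand-induced calcium signal above about 50% at the single tested concentration, limit read from the data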
CHRM5 agonist – agonists of human muscarinic M5 receptor (CHRM5); CHO-K1 hM5 cells, Fluo-8 calcium fluorescence; 0% DMSO wells, 100% maximal acetylcholine response; activation, % at 3 µM; actives 0.19% (n = 360,000); AID 624037;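 active = activation above the run's mean over test compounds plus 3 SD, cut at about 23% in these data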;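 note: signal is peak over basal fluorescence ratio across the kinetic read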
M4 ag – CHRM4 agonism in calcium assay | P08173 | CHO-K1 hM4/Gqi5, Fluo-8 calcium fluorescence; vehicle 0%, full acetylcholine response 100% | activation, % at 3 µM | actives 0.14% (n = 360,000);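 active = activation above the run mean over all test wells plus 3 SD, cut at about 32% in these data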;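 note: peak over basal fluorescence ratio per well then scaled between controls; 0% = DMSO wells and 100% = acetylcholine at EC100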
CHRM5 antagonist – antagonists of human muscarinic M5 receptor (CHRM5); CHO-hM5 cells, Fluo-8 calcium fluorescence, ACh EC80; inhibition, % at 3 µM; actives 0.59% (n = 360,000); AID 624040;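 active = inhibition above a per-plate cutoff, the mean of that plate's test compounds plus 3 SD, cut at about 27% in these data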;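 note: 0% = acetylcholine EC80 with DMSO and 100% = DMSO without agonist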
M4 PAM – potentiates acetylcholine response at human M4 receptor. P08173. activation, % at 3 µM. actives 0.4% (n = 360,000). CHO-K1 hM4/Gqi5, Fluo-8 calcium fluorescence, ACh EC20; 0% = ACh EC20, 100% = maximal ACh;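 active = activation above its plate's cutoff, the mean activation of sample wells plus 3 SD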; note: some results filed as inactive read as strong as hits
* = called active by the depositor; / = no result given.

(1) N#CCCN(C(=O)COC(=O)c1ccc(S(=O)(=O)N2CCOCC2)cc1)c1ccccc1
(2) COC(=O)c1cc(=O)nc2sc3cc(OC)ccc3n12
(3) CC(C)c1ccc(NC(=O)C2CCC(CNC(=O)[C@@H]3Cc4ccccc4CN3)CC2)cc1 (stereo partly specified)
(4) COc1ccc(OC)c(NC2c3ccccc3C(=O)N2Cc2ccc3c(c2)OCO3)c1 (stereo unspecified)
(5) Cc1cccc(N2CCN(C(=O)c3ccc(CS(=O)Cc4cccc(Cl)c4)o3)CC2)c1C (stereo unspecified)
(6) C=CCc1ccc(OCCOc2cccc(/C=N/n3cnnc3)c2)c(OC)c1
(7) CC(C(=O)NCC1(c2ccccc2)CCCC1)N1CCCC1 (stereo unspecified)
(8) Cc1ccc(C(=O)Nc2nc(-c3cc(Cl)sc3Cl)cs2)cc1
(9) COc1ccc(NC(=O)C2(C)CCN2Cc2ccc3ccccc3c2)cc1OC (stereo unspecified)
(10) CCOCCSc1nc2c(c(=O)[nH]c(=O)n2C)n1CCCc1ccccc1

entry no.	1	2	3	4	5	6	7	8	9	10
M4 antag	-0.9	8.1	6.7	-5.4	2.4	-16.7	42.8*	-3.1	-9.5	4.5
IDE inh	1.0	2.4	1.6	1.2	1.9	2.5	1.5	2.9	/	-2.5
M4 PAM	3.7	-1.5	-1.6	2.2	-9.9	2.4	-38.9	7.0	-8.5	0.2
CRFBP-R2 agonist	4.9	-1.4	-0.9	-5.6	-1.4	-9.1	-0.8	-1.1	/	-1.2
CRFR2-BP antag	5.5	-2.7	-7.9	5.1	2.7	-33.9	-7.0	-14.9	/	-9.7
CHRM5 antagonist	-2.8	0.3	9.1	-4.5	11.2	5.0	12.3	-4.3	6.0	0.6
CHRM5 PAM	8.1	-0.8	-6.5	-1.7	-8.7	-3.0	-12.2	-0.9	-14.9	0.8
M4 ag	1.9	0.3	7.4	0.8	13.5	7.5	1.6	0.7	10.4	0.0
CHRM5 agonist	3.4	-4.0	-1.2	-3.1	0.2	-3.5	-6.7	-1.9	0.1	-0.3

(11) CC1(C(=O)Nc2ccc3ccccc3c2)CCC(=O)N1CCc1c[nH]c2ccccc12 (stereo unspecified)
(12) CCOC(=O)c1cc(C#N)c(N2CCCC2)nc1-c1ccccc1
(13) Cc1ccccc1-n1c(C)cc(/C=C2/C(=N)N3C(c4ccccc4)=CSC3=NC2=O)c1C
(14) NC(=O)CCS(=O)(=O)CCN1CCCCC1
(15) CCCN1CCN(CCCNC(=O)Cn2ncc3c4ccccc4n(C)c3c2=O)CC1
(16) Cc1nc(N)c(Cc2ccccc2F)c(N)n1
(17) CN(C)C(CNS(=O)(=O)c1ccc(Cl)cc1F)c1ccco1 (stereo unspecified)
(18) CCOC(=O)C(NC(=O)Nc1cccc(C)n1)(OCC(F)(F)F)C(F)(F)F (stereo unspecified)
(19) CCCn1c(SCC(=O)NC(C)C23CC4CC(CC(C4)C2)C3)n[nH]c1=O (stereo unspecified)
(20) CCCCn1c(CN(C)Cc2ccccc2)nc2c1c(=O)n(C)c(=O)n2C

entry no.	11	12	13	14	15	16	17	18	19	20
M4 antag	12.0	-6.6	-1.5	-2.0	-0.1	-4.3	-22.3	0.9	8.7	5.6
IDE inh	/	11.8	-2.7	0.7	2.0	7.2	5.0	-2.6	-4.3	9.9
M4 PAM	-7.0	0.2	4.4	13.3	0.2	2.4	10.8	-1.6	6.8	-5.1
CRFBP-R2 agonist	/	2.3	12.0	-1.8	0.6	2.2	0.2	-0.2	0.2	-0.7
CRFR2-BP antag	/	-17.5	-4.6	-2.1	-13.6	-22.1	-5.1	-3.5	-1.0	4.9
CHRM5 antagonist	12.6	-11.4	4.2	0.9	8.3	-7.9	1.3	1.0	-1.3	20.3
CHRM5 PAM	-5.6	-6.9	-6.6	-3.2	-0.3	3.2	11.8	-6.0	5.6	-14.3
M4 ag	17.2	-0.8	0.4	-0.1	-0.9	1.5	2.6	-0.1	0.2	8.7
CHRM5 agonist	9.7	-3.2	0.9	-0.7	-3.3	-8.4	-7.0	0.0	-5.2	-1.0

(21) CCCNC(=S)NNC(=O)c1cc(-c2cccnc2)nc2ccccc12
(22) COc1ccc(NC(=O)CS(=O)(=O)c2cn(CC(=O)N(C(C)C)C(C)C)c3ccccc23)c(OC)c1
(23) O=C1CCCN1CCCNS(=O)(=O)c1ccc(Br)s1
(24) CN(C)c1cc[nH]c(=O)c1C#N
(25) Cc1cc(=O)[nH]c(SCC(=O)N2CCCc3ccccc32)n1
(26) CCCn1c(SCC(=O)N(C)CC(=O)Nc2ccc(Cl)cc2)n[nH]c1=O
(27) CCCCNc1ncnc2[nH]ncc12
(28) Clc1cccc(CSc2ncn(-c3ccccc3)n2)c1

entry no.	21	22	23	24	25	26	27	28
M4 antag	-2.5	1.4	-1.6	4.1	-4.1	16.9	-6.2	-2.0
IDE inh	-0.7	-2.1	-1.1	5.6	0.9	-0.3	/	2.0
M4 PAM	8.1	2.5	-4.9	4.8	5.7	-9.4	5.5	-7.8
CRFBP-R2 agonist	-1.1	0.0	0.5	-0.7	-0.7	-0.3	-0.3	0.7
CRFR2-BP antag	-3.1	2.1	-5.3	13.9	9.3	9.4	-7.3	-20.9
CHRM5 antagonist	-1.9	3.3	-2.8	2.1	-2.9	18.1	8.2	0.4
CHRM5 PAM	-6.6	1.4	2.0	6.0	2.7	-21.0	9.8	-0.4
M4 ag	4.4	-0.2	0.9	0.5	0.9	15.6	2.1	-2.7
CHRM5 agonist	7.1	-1.6	-1.2	-3.4	1.8	1.5	0.2	-5.0

3 entries from above, with values under each structure.
Every second line gives: M4 antag, IDE inh, M4 PAM, CRFBP-R2 agonist, CRFR2-BP antag, CHRM5 antagonist, CHRM5 PAM, M4 ag, CHRM5 agonist
[22] COc1ccc(NC(=O)CS(=O)(=O)c2cn(CC(=O)N(C(C)C)C(C)C)c3ccccc23)c(OC)c1
 : 1.4, -2.1, 2.5, 0.0, 2.1, 3.3, 1.4, -0.2, -1.6
[23] O=C1CCCN1CCCNS(=O)(=O)c1ccc(Br)s1
 : -1.6, -1.1, -4.9, 0.5, -5.3, -2.8, 2.0, 0.9, -1.2
[24] CN(C)c1cc[nH]c(=O)c1C#N
 : 4.1, 5.6, 4.8, -0.7, 13.9, 2.1, 6.0, 0.5, -3.4

Some of these compounds in order of formula weight, low to high.
(2) COC(=O)c1cc(=O)nc2sc3cc(OC)ccc3n12
(23) O=C1CCCN1CCCNS(=O)(=O)c1ccc(Br)s1
(5) Cc1cccc(N2CCN(C(=O)c3ccc(CS(=O)Cc4cccc(Cl)c4)o3)CC2)c1C (stereo unspecified)

entry no.	2	23	5
M4 antag	8.1	-1.6	2.4
IDE inh	2.4	-1.1	1.9
M4 PAM	-1.5	-4.9	-9.9
CRFBP-R2 agonist	-1.4	0.5	-1.4
CRFR2-BP antag	-2.7	-5.3	2.7
CHRM5 antagonist	0.3	-2.8	11.2
CHRM5 PAM	-0.8	2.0	-8.7
M4 ag	0.3	0.9	13.5
CHRM5 agonist	-4.0	-1.2	0.2

Bioassay records deposited in PubChem BioAssay by several laboratories.
